Source: PubChem BioAssay (Johns Hopkins Ion Channel Center)
KCNQ2 block: KCNQ2 potassium channel inhibitors, primary screen, cell-based, CHO-K1, FluxOR thallium flux, B-score (AID 2156). 20 min; stronger effect = lower value. B-score at 10 µM. 1.1% of 310,000 active;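 active = fluorescence ratio B-score at most minus 3 library SDs, with starting brightness B-score within 2 library SDs, cut at about -5.5 in these data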
Target sequence (O88943 whole entry, looked up): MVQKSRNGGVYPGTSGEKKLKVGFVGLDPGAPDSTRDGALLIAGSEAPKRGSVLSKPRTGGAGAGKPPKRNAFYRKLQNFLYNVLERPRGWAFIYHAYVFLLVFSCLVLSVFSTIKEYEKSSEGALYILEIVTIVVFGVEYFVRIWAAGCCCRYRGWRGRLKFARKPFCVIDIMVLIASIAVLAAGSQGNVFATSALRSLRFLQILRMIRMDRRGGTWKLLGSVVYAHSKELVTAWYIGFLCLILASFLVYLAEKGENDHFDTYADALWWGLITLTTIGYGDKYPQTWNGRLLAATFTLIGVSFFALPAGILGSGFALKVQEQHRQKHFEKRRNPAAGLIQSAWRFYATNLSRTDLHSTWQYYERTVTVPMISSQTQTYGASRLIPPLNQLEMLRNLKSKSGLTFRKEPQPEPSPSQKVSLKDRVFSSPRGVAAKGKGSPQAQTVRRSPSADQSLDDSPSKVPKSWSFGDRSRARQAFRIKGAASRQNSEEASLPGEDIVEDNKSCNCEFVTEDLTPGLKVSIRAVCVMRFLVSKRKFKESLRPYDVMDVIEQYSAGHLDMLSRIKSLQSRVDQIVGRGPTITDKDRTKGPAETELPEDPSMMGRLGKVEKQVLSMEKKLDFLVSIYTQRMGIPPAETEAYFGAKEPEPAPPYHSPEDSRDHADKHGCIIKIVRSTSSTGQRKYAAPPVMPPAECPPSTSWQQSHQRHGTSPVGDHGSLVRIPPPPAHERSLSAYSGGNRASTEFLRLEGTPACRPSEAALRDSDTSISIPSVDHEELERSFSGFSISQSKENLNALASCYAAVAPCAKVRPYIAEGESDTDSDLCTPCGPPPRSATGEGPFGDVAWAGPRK
CHT block: inhibitors of human choline transporter CHT | 0.86% of 310,000 active | AID 488975, 2010 | CHT-expressing cells, membrane potential dye, choline response; stronger effect = lower value | B-score at 10 µM | High affinity choline transporter 1 (Homo sapiens), Q9GZV3;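 active = B-score over 3 SD under the library average, and starting fluorescence ratio not unusually high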;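 note: choline stimulus applied at its EC90 after an EC20 pre-addition; B-score computed on integrated fluorescence ratio after choline addition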
Calls only; i = inactive; / = not tested or not shown. Compounds were not picked by outcome. About 1.9% of those tested had a hit in this group.

mol | KCNQ2 block | CHT block
COc1ccc(CN2CCNC(=O)C2CC(=O)NC2CCC2)c(OC)c1 (configuration not stated) | i | i
CC(=O)Nc1ccc(S(=O)(=O)c2ccc([N+](=O)[O-])cc2)cc1 | i | i
O=C(NCc1cccc(C(F)(F)F)c1)C1CCCN(c2cnccn2)C1 (configuration not stated) | i | i
CCOc1ccc(NC(=O)c2ccccc2NS(C)(=O)=O)cc1 | i | i
O=C(CCNS(=O)(=O)c1ccc(Cl)cc1)Nc1ccncc1 | i | i
O=C(Cn1nnc(-c2ccncc2)n1)N(C1CCCCC1)C1CCCCC1 | i | i
O=S1(=O)[C@H]2C[C@@H]3C=C[C@@]2(CN1Cc1ccc(Cl)cc1)O3 | i | i
COc1cccc(NC(=O)CN(C)C(=O)c2ccc3ccccc3c2)c1 | i | i
N#CC1=C(N)C2=C(N3CCCCC3)CCCC2C1(C#N)C#N (configuration not stated) | i | i
CCC(C)C(=O)Nc1cc(OC)c(OC)cc1C(=O)O (configuration not stated) | i | i
CCCN1C(=O)C2(SC(NC(C)=O)=NN2C(C)=O)c2cc(C)cc(C)c21 (configuration not stated) | i | i
O=c1cc(Nc2ccc3c(c2)OCCO3)[nH]c(=O)n1-c1ccc(Br)cc1 | i | i
COc1ccc(N2CCN(S(=O)(=O)CCNC(=O)c3ccco3)CC2)cc1 | i | i
COc1ccccc1NC(=O)NC1(C)CCS(=O)(=O)C1 (configuration not stated) | i | /
Cc1cccc(-n2c(CCn3nc(C)c([N+](=O)[O-])c3C)n[nH]c2=S)c1 | i | i
CCOC(=O)c1ccc(NC(=O)c2ccc(CN3CCOCC3)cc2)cc1 | i | i
CC(=O)/C(N=Nc1ccc(OC(F)(F)F)cc1)=C(\C)O | i | i
COc1cccc(NC(=O)NNC(=O)CN2C(=O)COc3ccccc32)c1 | i | i
COc1ccc(CC(=O)NNS(=O)(=O)c2cccc([N+](=O)[O-])c2)cc1OC | i | i
COc1cccc(OC)c1Oc1ccc(C(F)(F)F)cn1 | i | i
Cc1ccc(S(=O)(=O)N/N=C(\c2ccccc2)C2CC2)cc1 | i | i
CCN(CC)C(=O)C(Cc1ccccc1)N1C(=O)c2ccccc2C1=O (configuration not stated) | i | i
CCCOc1ccc(N2C(=O)C3ON(c4ccccc4)C(c4ccc(O)c(OC)c4)C3C2=O)cc1 (configuration not stated) | i | i
O=C(Cc1ccc(Cl)cc1)NCCCn1ccnc1 | i | i
COc1ccc(Cl)cc1NC(=O)CN1C(=O)CCS(=O)(=O)c2ccccc21 | i | /
CCOC(=O)c1c(C)c(C(=O)NCCCN2CCCC2=O)c(C)n1CC | i | i
Cc1ccc(CSc2nnc(-c3ccccc3N)c(=O)[nH]2)cc1 | i | i
COc1ccc(OC)c(-n2c(SCC(N)=O)nnc2-c2c[nH]c3ccccc23)c1 | i | i
CC1Cn2c(nc3sc4c(c3c2=O)CC(C)(C)OC4)N1CCO (configuration not stated) | i | i
COc1ccc(NC(=O)C/C(C)=N/NC(=O)CCc2ccccc2)c(OC)c1 | i | i
Cn1nnnc1SCCNC/C=C/c1ccccc1 | i | i
CC(C)CN(C(=O)COC(=O)CCc1nc2ccccc2s1)c1c(N)n(Cc2ccccc2)c(=O)[nH]c1=O | i | i
NS(=O)(=O)c1ccc(CCNC(=O)CN2C(=O)COc3ccc(S(=O)(=O)N4CCCC4)cc32)cc1 | i | i
CCCCNC(=O)Nc1nnc(-c2ccc(OCC)cc2)o1 | / | i
CCn1nc([N+](=O)[O-])c(C(C#N)c2nc3ccccc3n2C)c(Cl)c1=O (configuration not stated) | i | i
CC(=O)c1cccc(NC(=S)NNC(=O)c2ccc(C)c([N+](=O)[O-])c2)c1 | i | i
O=C(NCC(c1ccco1)N1CCOCC1)c1ccc(C(F)(F)F)cc1 (configuration not stated) | i | i
COc1ccc(OC)c(NC(=O)CC2SC(=Nc3ccc(F)cc3)N(CCC3=CCCCC3)C2=O)c1 (configuration not stated) | i | i
Cn1c(=O)c(C(=O)COC(=O)c2cc(C(F)(F)F)nc3c(C(F)(F)F)cccc23)c(N)n(CC2CC2)c1=O | i | i
CC12CCC(=O)N1C(C(=O)N1CCN(c3ccc(C(F)(F)F)cc3[N+](=O)[O-])CC1)CS2 (configuration not stated) | i | i
NC(=O)c1ccc(N2CCCCC2)c(N2C(=O)CCC2=O)c1 | i | i
COCCCNC(=O)c1ccc(S(=O)(=O)c2ccc(Cl)cc2)c(NC(C)=O)c1 | i | i
CC(=O)N1CCc2cc(S(=O)(=O)NC(C(=O)Nc3ccc4c(c3)OCCO4)C(C)C)ccc21 (configuration not stated) | i | i
Cc1ccc(S(=O)(=O)NCC(=O)NC2CCCCCC2)cc1 | i | i
CCOCCCNC(=O)C1CCN(Cc2cccc(OCc3ccccc3)c2)CC1 | i | i
O=C(CN1C(=O)C2C3CC(C(Br)C3Br)C2C1=O)Nc1ccc(C(=O)O)cc1 (configuration not stated) | i | i
CC(C)(C)c1nnc(NC(=O)C2c3ccccc3Oc3ccccc32)s1 | i | i
C#C[C@]1(O)CC[C@H]2[C@@H]3CCC4=C(CCC(=O)C4)[C@H]3CC[C@@]21C | i | i
CC(=O)Nc1sc2c(c1C(c1ccc(F)cc1)N1CCOCC1)CCCC2 (configuration not stated) | i | i
O=C1NC2(CCCCC2)C(=O)N1/N=C/c1ccc(O)cc1O | i | i

2 neighbouring entries out of the list so far:
mol | KCNQ2 block | CHT block
CC(=O)Nc1sc2c(c1C(c1ccc(F)cc1)N1CCOCC1)CCCC2 (configuration not stated) | i | i
O=C1NC2(CCCCC2)C(=O)N1/N=C/c1ccc(O)cc1O | i | i

Structural class: the compounds so far containing a nitro group on carbon
mol | KCNQ2 block | CHT block
CC(=O)Nc1ccc(S(=O)(=O)c2ccc([N+](=O)[O-])cc2)cc1 | i | i
Cc1cccc(-n2c(CCn3nc(C)c([N+](=O)[O-])c3C)n[nH]c2=S)c1 | i | i
COc1ccc(CC(=O)NNS(=O)(=O)c2cccc([N+](=O)[O-])c2)cc1OC | i | i
CCn1nc([N+](=O)[O-])c(C(C#N)c2nc3ccccc3n2C)c(Cl)c1=O (configuration not stated) | i | i
CC(=O)c1cccc(NC(=S)NNC(=O)c2ccc(C)c([N+](=O)[O-])c2)c1 | i | i
CC12CCC(=O)N1C(C(=O)N1CCN(c3ccc(C(F)(F)F)cc3[N+](=O)[O-])CC1)CS2 (configuration not stated) | i | i

Additional entries.
mol | KCNQ2 block | CHT block
CC(=O)Nc1ccc(S(=O)(=O)N2CCN(CC3CC4C=CC3C4)CC2)cc1 (configuration not stated) | i | i
COc1ccc(OC)c(NC(=O)CSc2nnc(NC(=O)c3ccco3)s2)c1 | i | i
COc1ccc(NS(=O)(=O)c2c(C)n(C)c(=O)n(C)c2=O)cc1OC | i | i
C=CCn1c(-c2csc3ccccc23)n[nH]c1=S | i | i
Cc1ccc(CNC(=O)CCn2cc(-c3ccc(F)cc3)nc2-c2ccncc2)cc1 | / | i
CCOC(=O)C1=C(c2ccccc2)N=c2s/c(=C\c3cccc(O)c3)c(=O)n2C1c1cccs1 (configuration not stated) | i | i
NCCc1cnc[nH]1 | i | i
COC(=O)c1ccncc1C(=O)Nc1ccc(Oc2ncc(C(F)(F)F)cc2Cl)cc1 | i | i
O=S(=O)(Cc1ccc(Cl)cc1)c1ccccc1-c1nnc(-c2ccc(Cl)cc2)o1 | i | i
COc1ccccc1N1CCN(C(=O)C(=O)c2cn(CC(=O)N3CCOCC3)c3ccccc23)CC1 | i | i

Going on with the list:
SMILES	KCNQ2 block	CHT block
COc1ccc(-c2ccc(-c3nnn(CC(=O)N4CCOCC4)n3)cc2)cc1	i	i
COC(=O)c1cc(Nc2cc(C)c3c(O)cccc3n2)cc(C(=O)OC)c1	i	i
O=S(=O)(Cc1ccccc1)c1cnc2ccccc2n1	i	i
Cc1ccc(Nc2nc(C(=O)NCC3CCCO3)cs2)cc1 (configuration not stated)	i	i
Cc1c(NC(=O)CSc2nnnn2-c2ccc(O)cc2)c(=O)n(-c2ccccc2)n1C	i	i
O=C(O)CSCC(=O)N1CCN(Cc2ccc3c(c2)OCO3)CC1	i	i
CCOC(=O)Cc1c(C)nc2c(-c3ccc(Cl)cc3)c(C)nn2c1C	i	i
COc1cc(CN2CCCC(C(=O)Nc3ccccc3Oc3cccnc3)C2)ccc1F (configuration not stated)	i	i
Cc1ccc(-c2noc(CN(C)C(=O)c3ccc(Br)o3)n2)cc1	i	i
Cc1cc(F)ccc1S(=O)(=O)N1CCCOC1CNC(=O)C(=O)NCc1ccccn1 (configuration not stated)	i	i
CC(=O)c1cn(CCC(C)C)c(=O)[nH]c1=O	i	i
CCC(C)c1ccc(O)c(NC(=O)c2ncn[nH]2)c1 (configuration not stated)	i	i
Cc1cccc(NC(=S)N(CCN(C)C)Cc2cc3cc(C)cc(C)c3[nH]c2=O)c1	i	i
Cc1ccccc1C(CC(=O)c1cccs1)C(C#N)C#N (configuration not stated)	i	i
CS(=O)(=O)Nc1ccc(C2=NN(C(=O)c3ccccc3)C(c3cccs3)C2)cc1 (configuration not stated)	i	i
O=C(CCC1CCCC1)NCc1ccccn1	i	i
Cn1c(OCc2ccco2)nc2c1c(=O)n(Cc1ccc(Cl)c(Cl)c1)c(=O)n2C	i	i
CN(C)C(=O)COC(=O)/C=C/c1ccccc1[N+](=O)[O-]	i	i
Cc1csc(SCCn2c(Br)nc3c2c(=O)[nH]c(=O)n3C)n1	i	i
CN1CCC(N(C)S(=O)(=O)c2ccc(Cl)cc2)CC1	i	i
CCOC(=O)/C(C#N)=C/NC(=O)NC(C)(C)C	i	i
Cn1ncc(Cl)c1C(=O)N1CCN(C23CC4CC(CC(C4)C2)C3)CC1	i	i
Cc1ccc(OCc2cc(C(=O)N(C)Cc3nccn3C)no2)cc1C	i	i
Cc1ccc(NC(=O)C2CCCN2C(=O)OCc2ccccc2)c(O)c1 (configuration not stated)	i	i
N#CC1=C(N)C(C#N)(C#N)C(c2cccnc2)C2CCCC=C12 (configuration not stated)	i	i
Cc1ccc(NS(=O)(=O)c2cc3c4c(cccc4c2)C(=O)NC3=O)cc1C	i	i
COC(=O)c1c(NC(=O)c2ccccc2)sc(C(N)=O)c1C	i	i
O=C(O)c1ccc(N2CCCCC2)cc1	i	i
Cc1ccc(NC(=O)c2cccc(S(=O)(=O)N3CCN(c4ccccc4)CC3)c2)nc1	i	i
CCn1c(-c2nonc2NC(=O)c2ccccc2)nc2ccccc21	i	i
COc1ccc(N2CC(C)Cn3c2nc2c3c(=O)n(CCc3ccccc3)c(=O)n2C)cc1 (configuration not stated)	i	/
Clc1cc(NC2CCCCC2)ncn1	i	i

Entries of single compounds from above:
COc1ccc(N2CC(C)Cn3c2nc2c3c(=O)n(CCc3ccccc3)c(=O)n2C)cc1 (configuration not stated) is entered as KCNQ2 block: i; CHT block: /
O=C(O)c1ccc(N2CCCCC2)cc1 is entered as KCNQ2 block: i; CHT block: i

(list continues)
SMILES	KCNQ2 block	CHT block
CC1=CC(c2ccc(Cl)cc2)n2nc(NC(=O)c3ccccc3)nc2N1 (configuration not stated)	i	i
O=C(NCCCN1CCCCCC1)c1cc2c(=O)oc3ccccc3c2s1	i	i
CC(=O)Nc1cc(-c2nn(C)c(=O)c3ccccc23)ccc1N1CCOCC1	i	i
O=C(N/N=C/c1ccc[nH]1)c1cc2ccccc2cc1O	i	i
CCOc1ccc(/C=N/NC(=O)C2(O)c3ccccc3-c3ccccc32)cc1	i	i
COc1ccc2c(c1)S(=O)(=O)c1ccccc1N2	i	i
CCC(=O)NC(Cc1ccccc1)c1nc2ccccc2[nH]1 (configuration not stated)	i	i
CC(C)CCN1CCN(Cc2ccc3nsnc3c2)CC1CCO (configuration not stated)	i	i
O=C(Cn1cnc2scc(-c3ccccc3)c2c1=O)NCc1ccco1	i	i
CC(C)(C)c1ccc(S(=O)(=O)NCC(=O)Nc2ccc(-c3nc4ccccc4s3)cc2)cc1	i	i
C=CCOc1ccc(/C=C/C(=O)OCC(=O)NCCC2=CCCCC2)cc1	i	i
COc1ccc(/C(C)=N/NC(=S)NCc2ccco2)cc1	i	i
O=C(/C=C/c1cccc([N+](=O)[O-])c1)NCCN1C(=O)S/C(=C\c2cccnc2)C1=O	i	i
CC1CCCC(C)N1CC(O)COc1ccc(Cl)cc1 (configuration not stated)	i	i
Cc1cc(C)n(CCC(=O)N/N=C/c2ccc(O)cc2)n1	i	i
O=C(C[n+]1cc(-c2ccccc2)n2c1CCCCC2)c1ccc(Cl)cc1	i	i
CC(=O)c1cc(C#N)c(N2CCCC2)nc1C	i	i
Cc1nnc(SCC2=C(C(=O)O)N3C(=O)C(NC(=O)Cn4ncc(Cl)c4C)C3SC2)s1 (configuration not stated)	i	i
CCC1(c2ccc(F)cc2)NC(=O)N(CC(=O)Nc2ccc(S(N)(=O)=O)cc2)C1=O (configuration not stated)	i	i
O=S(=O)(NCC1CCCO1)c1ccc(-c2ccc(S(=O)(=O)NCC3CCCO3)cc2)cc1 (configuration not stated)	i	i
O=C(Nc1ccccc1)NC1CCCCC1	i	i
Clc1ccc(OCCn2ccnc2)c(Br)c1	i	i
O=C(COC(=O)Cc1c(F)cccc1Cl)NC(=O)c1ccccc1	i	i
CC(C)Cc1nc2n[nH]c(N)c2c2c1CCC2	i	i
O=C(COc1nnc2ccccn12)N1CCN(S(=O)(=O)c2ccccc2)CC1	i	i
COc1ccccc1C1/C(=C(/O)c2ccc(C)cc2)C(=O)C(=O)N1CCN1CCOCC1 (configuration not stated)	i	i
COc1ccc(C2/C=C\CN(C(=O)C3CCCC3)[C@H](Cc3ccccc3)C(=O)N2Cc2ccc(F)cc2)cc1 (some centres not stated)	i	i
N#CCSc1nnc(CNc2cccc(Cl)c2)o1	i	i
